Assay outcomes deposited in PubChem by National Center for Advancing Translational Sciences (NCATS).
VP16 counter = inhibits Gal4-VP16 luciferase reporter, ROR gamma counter-screen. Potency, µM (titrated, usually from 53.6 µM), for inactives: at the highest dose activity, negative = inhibition, most hits filed as inhibitors. Drosophila S2 Gal4-VP16 UAS-luciferase, luminescence, 20 h. hit rate 3.5% among 310,000;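 also: Gal4-VP16 expression switched on by copper sulfate through the metallothionein promoter; potency is read from the fitted curve at half-maximal effect; nearly all actives have a fitted effect of over 50% in size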
RORg inh = ROR gamma (mouse) transcription inhibition | P51450 | Drosophila S2 Gal4-RORgamma UAS-luciferase reporter, 20 h | Potency, µM (titrated, usually from 53.6 µM), for the others: at the highest dose activity change, negative = inhibition, usual class: inhibitors | hit rate 5.4% among 310,000; also: potency is read from the fitted curve at half-maximal effect; nearly all actives have a fitted effect of over 60% in size
Target sequence (P51450 whole entry, looked up, the tested form may be a part): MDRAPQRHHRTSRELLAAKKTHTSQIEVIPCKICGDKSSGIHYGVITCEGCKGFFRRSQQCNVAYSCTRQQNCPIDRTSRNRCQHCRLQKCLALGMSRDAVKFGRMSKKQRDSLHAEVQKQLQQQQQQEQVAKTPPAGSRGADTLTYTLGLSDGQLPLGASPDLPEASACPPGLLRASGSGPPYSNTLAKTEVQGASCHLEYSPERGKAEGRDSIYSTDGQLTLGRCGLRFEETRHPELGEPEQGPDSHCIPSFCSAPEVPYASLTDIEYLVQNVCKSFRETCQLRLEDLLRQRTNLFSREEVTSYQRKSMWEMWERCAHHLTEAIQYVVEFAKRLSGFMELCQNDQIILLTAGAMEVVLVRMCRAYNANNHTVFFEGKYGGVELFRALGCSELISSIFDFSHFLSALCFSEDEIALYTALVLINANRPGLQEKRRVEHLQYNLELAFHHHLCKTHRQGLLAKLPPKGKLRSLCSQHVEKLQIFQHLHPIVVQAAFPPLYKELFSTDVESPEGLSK
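In this cell-based reporter format, copper sulfate (700 uM final) drives Gal4–ROR gamma fusion expression from a metallothionein promoter in Drosophila Schneider cells; compounds preincubated 1 hr, reporter read after 20 hr at ambient temperature.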
FBPA coupling cs = inhibits coupling enzyme system, counter-screen for aldolase hits; coupling enzyme system counterscreen, AmpLite Red fluorescence; activity change, negative = inhibition, % at 58.2 µM, hits read low; hit rate 0.67% among 290,000; in the data active = activity change below about -30%
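Final compound at 57.5 uM, incubated 10 min at RT with coupling enzyme reagent (glyceraldehyde-3-phosphate), then 20 min with substrate and AmpLite Red detection. Fluorescence read at 525/598 nm; tests interference with the coupling assay, not aldolase inhibition.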
* marks the source's active call; other numbers are inactive results; ? = inconclusive; & = joins results of further samples; [ ] = another dose, or the depositor's remark. Unless noted, calls follow the shape of the dose curve; as a rule, active = well fitted curve in the direction sought with a large enough effect; inconclusive = small, poorly fitted or top-dose-only effect, or another doubt; inactive = no such curve, though single readings can be large; an effect the other way counts as inactive or inconclusive. % is scaled to controls: 0 for no effect and ±100 for the full control effect. These rows are one share of the data. The share of hits here may be higher or lower than overall.

canonical_smiles	FBPA coupling cs	RORg inh	VP16 counter
CCCn1c(C)nc2c(NCCN3CCOCC3)nc(C)nc21	2	8%	1%
CO[C@@H]1COC(=O)[C@@H](CCSC)NC(=O)C/C=C\[C@@H](C)COC(=O)[C@H](C)NC(=O)C/C=C\[C@H]1C	1	-9%[10 µM]	-15%[10 µM]
CCOC(=O)C[C@@H](CC(C)=O)C(=O)OCC	2	0%[10 µM]	-2%[10 µM]
COc1cc(O)c2c(=O)cc(C)oc2c1CC=C(C)C	2&7	-3%&1%	-3%&-6%
CC1(COc2ccc(C[C@H]3SC(=O)NC3=O)cc2)CCCCC1	15	4%	-21%
CC(=O)[C@H]1CC[C@@H]2[C@H]3CC=C4C[C@@H](O)CC[C@]4(C)[C@H]3CC[C@]12C	2	-24%[16.9 µM]	-1%[17 µM]
CC(=O)N1CCC2(CC1)CCN(c1cccc(-c3ccccc3)c1)CC2	4	29%	-10%
CN(CCc1ccc(Cl)c(Cl)c1)CCN1CCCCCC1	-1	-36%	-2%
C=C/C1=C/Cc2ccccc2[C@H](C[N+](=O)[O-])C(C(C)=O)(C(=O)OC)C1 (some centres undefined)	2&5	-2%&31%	2%&0%
COc1c(O)cccc1O	3	-32%	-1%
CCCc1nc(C(C)(C)O)c(C(=O)OCc2oc(=O)oc2C)n1Cc1ccc(-c2ccccc2-c2nn[nH]n2)cc1	11	34%	-11%
CCCCC/C=C\C/C=C\C/C=C\CCCCC(=O)NC(C)C(=O)O (centres undefined)	-1	1%	-3%
COc1cccc([C@@H]2Oc3ccc(OC)cc3C(=O)[C@H]2OC(=O)NS(=O)(=O)c2ccc(F)cc2)c1	3	-40%	7%
CC1(C)Oc2cc3c(cc2O1)OC(C)(C)O3	0	0%[10 µM]	0%[10 µM]
COCCn1c(=O)c(C)nc2cnc(Nc3ccccc3)nc21	1	-1%	-7%
CC(C)(C)Nc1oc(-c2ccccc2)nc1-c1cccc2ccccc12	0	-11%	-4%
CCOC(=O)C(=Cc1ccccc1)C(=O)OCC	4	13µM*	13µM*
CC(=O)O[C@@H]1C(CO[Si](C)(C)C(C)(C)C)=C(Br)C(=O)[C@@H]2O[C@]12C	0	?	?
CC[C@@H]1Cn2c(c3nc(-c4cc(Cl)cc(Cl)c4Cl)nc-3n(C)c2=O)N1	0	8.9µM*	?
CC1(C)C2(Cl)C(Cl)C(Cl)C(Cl)(C(Cl)Cl)C1(Cl)C2Cl (centres undefined)	-2	-13%	-12%
COc1ccccc1-c1ccc2ncnc(N3CCOCC3)c2c1	3	?	?
O=C(c1ccco1)N1CCC2(CC1)CN(c1ccccc1)C2	-2	48%	-9%
Cc1nc(NCc2ccccc2)c2nc(-c3ccccc3)n(CCN(C)C)c2n1	6	-32%	-11%
Cn1cccc1C(=O)N1CCC2(CCCN(C(=O)Nc3cccc(C#N)c3)C2)CC1	-1	-12%	-5%
CC(C)C(N)C(=O)OCCOCn1cnc2c(=O)[nH]c(N)nc21 (centres undefined)	-1	14%	1%
COC(=O)[C@H](COC(C)(C)C)NC(=O)O[C@H]1C(=O)c2ccc(OC)cc2O[C@@H]1c1ccc2c(c1)OCO2	2	12%	4%
CCOC(=O)OCC1OC(c2ccccc2)C=CC1Oc1ccc2oc(=O)cc(C)c2c1 (centres undefined)	5	-2%[10 µM]	5%[10 µM]
FC(F)(F)c1ccccc1-c1nc(NC2CC2)c2ccccc2n1	4	25%	0%
Nc1c(S(=O)(=O)O)cc(Nc2ccc(Cl)cc2)c2c1C(=O)c1ccccc1C2=O	-3	-34%	?
COC(=O)NC(CC(C)=O)c1cccs1 (centres undefined)	6	-18%[10 µM]	1%[10 µM]
CCNc1ncc2nc(C)c(=O)n(Cc3cccc(OC)c3)c2n1	2	?	0%
COC(=O)c1ccc(C(NC(=O)OCc2ccccc2)/C(F)=C/[C@@H](C)C(=O)NCCO)cc1 (some centres undefined)	0	7%	-6%
NC(N)=NCCC[C@H](NC(=O)[C@H](Cc1ccccc1)NC(=O)[C@@H]1CCCN1C(=O)[C@H](CO)NC(=O)[C@H](Cc1ccccc1)NC(=O)CNC(=O)[C@@H]1CCCN1C(=O)[C@@H]1CCCN1C(=O)[C@@H](N)CCCN=C(N)N)C(=O)O	2	-1%	-4%
CC(C)CN1CCC2(CC1)CCN(C(=O)c1cc(C(F)(F)F)cc(C(F)(F)F)c1)CC2	0	-8%	-4%
CN(C)/N=N/c1nc[nH]c1C(N)=O	0	-13%&-3%	4%&8%
COCC(=O)N1CCC2(CCCN(C(=O)Nc3ccc(OC)cc3)C2)CC1	4	33%	3%
Nc1ncnc2nc(Cl)[nH]c12	4	-1%	-8%
COc1cc(C=O)c([N+](=O)[O-])cc1OC	-61*	-42%	21%
CO[C@H]1COC(=O)C/C=C\[C@H](C)[C@@H](NS(=O)(=O)c2ccc(C)cc2)COC(=O)C/C=C\[C@@H]1C	1&0	11%&-29%[10 µM]	11%&-8%[10 µM]
CC(C)C[C@H](NC(=O)[C@H](CO)NC(=O)[C@@H]1CCCN1C(=O)[C@H](Cc1ccc(O)cc1)NC(=O)[C@H](CC(C)C)NC(=O)[C@H](CC(C)C)NC(=O)[C@@H]1CCCN1C(=O)[C@@H](NC(=O)[C@H](CO)NC(=O)[C@H](CO)NC(=O)[C@H](CO)NC(=O)[C@H](CO)NC(=O)[C@@H]1CCCN1C(=O)[C@@H](NC(=O)[C@@H](N)CO)C(C)C)[C@@H](C)O)C(=O)N[C@@H](C)C(=O)N[C@@H](CC(C)C)C(=O)N1CCC[C@H]1C(=O)N[C@@H](C)C(=O)N1CCC[C@H]1C(=O)O	2	8%	-5%
CC1(OC(=O)CCc2ccccc2)C(=O)C=C2C=C(c3ccc(C#N)cc3)OC=C2C1=O (centres undefined)	-1	28%	-1%
CN(C)C(=O)c1ccc(-c2cncnc2Nc2ccccc2)cc1	1	-17%	-18%
COc1cccc(-c2nccc(NCc3ccccc3)n2)c1	1	-2%	-2%
COc1ccccc1CNc1ncnc2ccc(-c3c(C)noc3C)cc12	-1	5µM*	-5%
CN1CCN(c2ccnc(-c3ccoc3)n2)CC1	-4	-1%	5%
COCCNc1nc(-c2cccc(OC)c2)nc2ccccc12	-5	1%	3%
Cn1cc(C(F)(F)F)nc1-c1ccc(OC[C@@H](O)CNCCOc2ccc(O)c(C(N)=O)c2)cc1	4	12%	6%
FC(F)(F)c1ccccc1-c1ccc2ncnc(NC3CC3)c2c1	-4	-1%	?

Exported with two lines to a compound: 18 of the compounds above.
Sequence of screens – FBPA coupling cs, RORg inh, VP16 counter
- CCNc1ncc2nc(C)c(=O)n(Cc3cccc(OC)c3)c2n1
  2, ?, 0%
- COC(=O)c1ccc(C(NC(=O)OCc2ccccc2)/C(F)=C/[C@@H](C)C(=O)NCCO)cc1 (some centres undefined)
  0, 7%, -6%
- NC(N)=NCCC[C@H](NC(=O)[C@H](Cc1ccccc1)NC(=O)[C@@H]1CCCN1C(=O)[C@H](CO)NC(=O)[C@H](Cc1ccccc1)NC(=O)CNC(=O)[C@@H]1CCCN1C(=O)[C@@H]1CCCN1C(=O)[C@@H](N)CCCN=C(N)N)C(=O)O
  2, -1%, -4%
- CC(C)CN1CCC2(CC1)CCN(C(=O)c1cc(C(F)(F)F)cc(C(F)(F)F)c1)CC2
  0, -8%, -4%
- CN(C)/N=N/c1nc[nH]c1C(N)=O
  0, -13%&-3%, 4%&8%
- COCC(=O)N1CCC2(CCCN(C(=O)Nc3ccc(OC)cc3)C2)CC1
  4, 33%, 3%
- Nc1ncnc2nc(Cl)[nH]c12
  4, -1%, -8%
- COc1cc(C=O)c([N+](=O)[O-])cc1OC
  -61*, -42%, 21%
- CO[C@H]1COC(=O)C/C=C\[C@H](C)[C@@H](NS(=O)(=O)c2ccc(C)cc2)COC(=O)C/C=C\[C@@H]1C
  1&0, 11%&-29%[10 µM], 11%&-8%[10 µM]
- CC(C)C[C@H](NC(=O)[C@H](CO)NC(=O)[C@@H]1CCCN1C(=O)[C@H](Cc1ccc(O)cc1)NC(=O)[C@H](CC(C)C)NC(=O)[C@H](CC(C)C)NC(=O)[C@@H]1CCCN1C(=O)[C@@H](NC(=O)[C@H](CO)NC(=O)[C@H](CO)NC(=O)[C@H](CO)NC(=O)[C@H](CO)NC(=O)[C@@H]1CCCN1C(=O)[C@@H](NC(=O)[C@@H](N)CO)C(C)C)[C@@H](C)O)C(=O)N[C@@H](C)C(=O)N[C@@H](CC(C)C)C(=O)N1CCC[C@H]1C(=O)N[C@@H](C)C(=O)N1CCC[C@H]1C(=O)O
  2, 8%, -5%
- CC1(OC(=O)CCc2ccccc2)C(=O)C=C2C=C(c3ccc(C#N)cc3)OC=C2C1=O (centres undefined)
  -1, 28%, -1%
- CN(C)C(=O)c1ccc(-c2cncnc2Nc2ccccc2)cc1
  1, -17%, -18%
- COc1cccc(-c2nccc(NCc3ccccc3)n2)c1
  1, -2%, -2%
- COc1ccccc1CNc1ncnc2ccc(-c3c(C)noc3C)cc12
  -1, 5µM*, -5%
- CN1CCN(c2ccnc(-c3ccoc3)n2)CC1
  -4, -1%, 5%
- COCCNc1nc(-c2cccc(OC)c2)nc2ccccc12
  -5, 1%, 3%
- Cn1cc(C(F)(F)F)nc1-c1ccc(OC[C@@H](O)CNCCOc2ccc(O)c(C(N)=O)c2)cc1
  4, 12%, 6%
- FC(F)(F)c1ccccc1-c1ccc2ncnc(NC3CC3)c2c1
  -4, -1%, ?

Further results:
canonical_smiles	FBPA coupling cs	RORg inh	VP16 counter
O=C(O)Cc1c(Cl)ccc(Cl)c1Cl	4	-8%	-10%
COc1ccc(CNc2ccnc(-c3cccc(NS(C)(=O)=O)c3)n2)c(OC)c1	0	25%	-5%
O=S(=O)(c1ccccc1)N1CCC2(CCCN(Cc3nccs3)C2)CC1	2	25%	3%
CN1CCCN([C@@H](c2ccccc2)c2ccc(Cl)cc2)CC1	0	-6%[16.9 µM]	20%[17 µM]
Cc1ccc(CNC(=O)[C@H](C)[C@H]2C[C@]2(C)[C@H](NC(=O)OCc2ccccc2)c2ccccc2)c(F)c1F	0	28%	5%
CN(C)c1nc(-c2cccc(C#N)c2)nc2ccccc12	-2	32%	-4%
CN(Cc1ccco1)c1ccnc(-c2cccc(C#N)c2)n1	4	11%	?
Cc1noc(C)c1-c1ccc2ncnc(NCc3ccc4c(c3)OCO4)c2c1	0	-2%	-4%
COCC(=O)N1CCC2(CC1)CN(Cc1nccs1)C2	3	-4%	4%
Cc1ccccc1-c1cc(N(C)Cc2ccco2)ncn1	1	14%	-8%
C/C1=C/CC(C)(C)/C=C/C/C(C)=C/CC1	2	-10%	-19%
O=C(O)c1cc2ccccc2c(Cc2cc3ccccc3c(C(=O)O)c2O)c1O (tested in a mixture with another compound)	0	-8%[16.9 µM]	-14%[17 µM]
CN(C)CCCOC1C(C(O)CO)OC2OC(C)(C)O[C@@H]21 (some centres undefined)	1	1%	-5%
COC(=O)N1CCC2(CCN(Cc3ccccc3OC)CC2)CC1	0	-17%	-8%
COc1ccccc1CCn1c(=O)c(CCc2ccccc2)nc2cncnc21	0	-21%	-7%
COCCn1c(=O)c(-c2cccs2)nc2cnc(Oc3ccc(OC)cc3)nc21	-24	14%	-1%
CCCNC(=O)OC[C@@H]1O[C@H](CCON=C(C)C)C=C[C@@H]1Oc1ccc(OC)cc1	0	1%[10 µM]	-1%[10 µM]
CC(C)NC(=O)N1CC2(CCN(C(=O)c3ccncc3)CC2)C1	1	-20%	-6%
Cc1noc(C)c1-c1ccc2ncnc(Nc3ccccc3)c2c1	-1	?	14%
O=C(Nc1ccccc1)[C@@]12C[C@@H]1/C(=N/O)c1ccccc1O2	-4	?	-15%
O=C(O)c1ccc(N[C@@H]2OC[C@@H](O)[C@@H](O)[C@@H]2O)cc1	-1	-10%	-2%
Cn1c(=O)c(-c2cc(F)cc(F)c2)nc2cncnc21	2	1%	6%
O=C(c1ccco1)N1CCC2(CC1)CN(Cc1cc(C(F)(F)F)cc(C(F)(F)F)c1)C2	2	36%	-6%
C=N[C@H](C(=O)N[C@@H]1C(=O)N2[C@@H]1SC(C)(C)[C@@H]2C(=O)O)c1ccccc1	4	4%[16.9 µM]	-7%[17 µM]
O=C(c1ccco1)N1CCC2(CC1)CCN(c1ccccn1)CC2	-2	8%	-8%
N=c1ccn2c(n1)O[C@@H]1[C@H](O)[C@H](CO)O[C@@H]12	0	-32%	-9%
